Source: PubChem BioAssay
ABCG2 inh: blocks JC-1 efflux by human ABCG2 transporter. IgMXP3 cells, flow cytometry. inhibition, % at 6.6 µM. 190,000 compounds, 0.1% hits. AID 1325;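 active means inhibition above 80%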;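 further: 0% = DMSO and 100% = nicardipine control wells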
Target sequence (Q9UNQ0 whole entry, looked up): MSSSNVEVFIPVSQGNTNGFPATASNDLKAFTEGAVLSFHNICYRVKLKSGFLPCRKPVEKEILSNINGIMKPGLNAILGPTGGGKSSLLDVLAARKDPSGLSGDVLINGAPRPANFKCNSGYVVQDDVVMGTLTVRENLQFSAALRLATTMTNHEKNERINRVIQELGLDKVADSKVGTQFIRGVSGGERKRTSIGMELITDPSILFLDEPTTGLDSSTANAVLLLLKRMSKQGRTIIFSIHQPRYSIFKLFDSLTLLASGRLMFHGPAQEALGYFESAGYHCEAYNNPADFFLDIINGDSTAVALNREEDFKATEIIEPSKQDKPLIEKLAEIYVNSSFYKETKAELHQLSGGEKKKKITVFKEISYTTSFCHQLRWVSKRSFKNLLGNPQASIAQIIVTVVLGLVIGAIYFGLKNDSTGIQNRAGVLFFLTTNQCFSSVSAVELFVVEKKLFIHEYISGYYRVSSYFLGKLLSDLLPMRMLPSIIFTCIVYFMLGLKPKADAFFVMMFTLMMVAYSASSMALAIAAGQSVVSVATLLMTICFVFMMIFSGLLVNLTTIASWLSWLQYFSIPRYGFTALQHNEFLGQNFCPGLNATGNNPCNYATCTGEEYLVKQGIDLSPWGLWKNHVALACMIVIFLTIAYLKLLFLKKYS
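System: two drug-resistant human cell lines, ABCG2 and ABCB1; controls: nicardipine high and DMSO low controls; times: 10 min exposure at 25 °C with rotation, no wash; detection: flow cytometry of retained JC-1 fluorescence; read-out basis: percent efflux inhibition, scaled nicardipine 100% to DMSO 0%; doses: one concentration, 6.6 µM final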
HRas wt GTP bind: modulators of GTP binding to human HRas wildtype. P01112. GST-Ras wt beads, Bodipy-FL-GTP binding, flow cytometry; actives lie on both sides. GTP binding activity, % at 10 µM. 190,000 compounds, 0.14% hits;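 active means GTP binding activity at least 20% away from the 100% baseline, either lowered as inhibitor or raised as activator; inconclusive means flagged as likely green fluorescent, judged across all proteins in the well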;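 further: 0% = unlabeled GTP competition control and 100% = no-compound control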
Target sequence (P01112 whole entry, looked up): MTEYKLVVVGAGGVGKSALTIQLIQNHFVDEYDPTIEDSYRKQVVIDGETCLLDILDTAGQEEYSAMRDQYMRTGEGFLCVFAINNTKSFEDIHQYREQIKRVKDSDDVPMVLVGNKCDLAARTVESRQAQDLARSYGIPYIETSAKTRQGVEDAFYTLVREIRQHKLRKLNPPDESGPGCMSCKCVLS
Avidin bead fluor: avidin bead compound fluorescence profile | Avidin beads, compound fluorescence 488/530 nm, flow cytometry; stronger effect = higher value | fluorescence (KMESF) at 10 µM | 220,000 compounds, 0.38% hits | AID 1775; in the data active means fluorescence above about 47; further: inactives centre near 10
Rac1 mut GTP: human Rac1 activated mutant GTP binding change. GST-Rac1 activated beads, fluorescent GTP binding, flow cytometry; actives lie on both sides; 100% means binding = to untreated wells. percent activity (GTP binding), % at 10 µM. 190,000 compounds, 0.11% hits;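 active means GTP binding at least 20 percentage points away from the 100% baseline, in either direction, so actives lie on both sides; inconclusive means Compound likely fluorescent itself, or too few beads counted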
Rab2A wt mod: changes GTP binding to wildtype dog Rab2A, up or down; P61105; GST-Rab2 wt beads, Bodipy-GTP binding, flow cytometry; GTP binding activity, % at 10 µM; 190,000 compounds, 0.19% hits; AID 760;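 active means GTP binding activity at least 20 points away from 100%, either lowered or raised; inconclusive means signal likely due to the compound's own green fluorescence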;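 further: 0% = beads with excess unlabeled GTP and 100% = no-compound control corrected for plate trend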
Pf gametocyte: inhibitors of late stage P. falciparum gametocyte viability; P. falciparum stage V gametocytes, ATP luminescence, 24 h; inhibition, % at 10.9 µM; 150,000 compounds, 0.065% hits; AID 743093;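 active means inhibition above the mean plus 3 SD of compounds within the control limits, set per campaign, cut at about 38% in these data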;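 further: 0% = DMSO wells and 100% = medium only without gametocytes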
Rab7 wt modul: alters GTP binding to wildtype dog Rab7 | GST-Rab7 beads, fluorescent GTP binding, flow cytometry; actives lie on both sides; untreated = 100%, excess cold GTP = 0% | GTP binding activity (percent of control), % at 10 µM | 190,000 compounds, 0.055% hits | AID 758;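 active means fluorescent GTP binding to Rab7 beads changed by at least 20 points from the 100% baseline, either direction, mostly lower; inconclusive means compound itself probably fluorescent, or too few beads counted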;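 further: median green fluorescence of bound Bodipy-FL-GTP per Rab7 bead population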
GSH bead fluor: GSH bead compound fluorescence profile; GSH beads flow cytometry, compound fluorescence 488/530 nm; stronger effect = higher value; fluorescence (KMESF) at 10 µM; 190,000 compounds, 0.25% hits; AID 1776; in the data active means fluorescence above about 89;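 further: glutathione beads carrying GST-tagged Bcl family fusion proteins plus one bare bead set; values are compound well signal with DMSO vehicle wells as background; inactives centre near 16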
Rac1 wt GTP bind: alters GTP binding to wildtype human Rac1; AID 757; P63000; GST-Rac1 beads, fluorescent GTP binding, flow cytometry; actives lie on both sides; 0 = cold GTP competed, 100 = untreated; GTP binding activity (% of control), % at 10 µM; 190,000 compounds, 0.27% hits;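 active means GTP binding activity at least 20 points away from the 100% control level, either lower or higher; inconclusive means compound flagged as likely green fluorescent, judged across all proteins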
ABCB1 block: human ABCB1 inhibition, ABCG2 as counter-screen. CCRF-Adr cells, JC-1 efflux, flow cytometry. AID 1326. inhibition, % at 6.6 µM. 190,000 compounds, 0.067% hits; in the data active means inhibition above about 40%;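 further: 0% = vehicle and 100% = reference inhibitor; higher value means more JC-1 retained so stronger ABCB1 efflux block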
Cdc42 wt: modulators (inhibitors or activators) of GTP binding to human Cdc42 wildtype; P60953; GST-Cdc42 beads, Bodipy-GTP binding, flow cytometry; actives lie on both sides; percent activity (GTP binding), % at 10 µM; 190,000 compounds, 0.2% hits; AID 761;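 active means percent activity GTP binding at least 20 points away from the 100% baseline, either down as inhibitor or up as activator; inconclusive means compound flagged as likely green fluorescent from well-wide comparison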;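 further: median bead fluorescence of bound Bodipy-FL-GTP at 100 nM; 0% = excess unlabeled GTP control and 100% = no compound control; below 100% means less GTP binding so inhibitor and above means activator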
* hit, by the source's call; ? = inconclusive; / = not tested or not shown. The order is random; about 1.1% have a hit in one of these screens.

Each structure is followed by: Pf gametocyte | Cdc42 wt | ABCG2 inh | GSH bead fluor | Rab2A wt mod | Rab7 wt modul | Rac1 wt GTP bind | Rac1 mut GTP | Avidin bead fluor | ABCB1 block | HRas wt GTP bind
1	CCC1(CC)C(=O)C(C)(C)C(=O)OC1c1cccs1 (stereo not drawn)
    7 | 105 | 4 | 18 | 103 | 100 | 104 | 102 | 9 | 1.1 | 106
2	N#C/C(=C(/O)CN1C(=O)c2ccccc2C1=O)c1nc2ccccc2[nH]1
    5 | 99 | 0 | 52 | 99 | 102 | 99 | 93 | 9 | 0.0 | 101
3	COc1ccc(CCNc2ncnc3nc[nH]c23)cc1OC
    / | 99 | 1 | 13 | 98 | 98 | 100 | 97 | 7 | 0.0 | 100
4	CCOC(=O)c1cc(NC(=O)/C=C\C(=O)O)ccc1Cl
    / | 101 | 13 | 14 | 95 | 90 | 97 | 93 | 7 | 0.6 | 96
5	CC1=NN(C(N)=S)C(=O)C1N=Nc1ccc(O)cc1 (stereo not drawn)
    -1 | 87 | 1 | 23 | 89 | 96 | 85 | 89 | 11 | -0.2 | 93
6	O=C(c1ccccc1Cl)N1CCN(c2ccccn2)CC1
    21 | 101 | -1 | 38 | 102 | 102 | 107 | 98 | 13 | 1.4 | 103
7	Cn1c(CNc2ccc(Cl)cc2)nnc1SCc1ccccc1
    13 | 103 | 3 | 49 | 99 | 98 | 105 | 100 | 36 | 0.5 | 102
8	Cc1ccc(N2C(=O)C(Cl)=C(NCCO)C2=O)c(C)c1
    / | 102 | 1 | 16 | 100 | 103 | 107 | 100 | 8 | 0.1 | 102
9	O=C(CSc1nnc(SCc2ccccc2)s1)N/N=C/c1c[nH]c2ccccc12
    9 | 89 | -3 | 9 | 96 | 101 | 96 | 92 | 8 | -1.0 | 95
10	COc1ccc(N2CCN(C(CNS(=O)(=O)c3cc(F)ccc3F)c3cccnc3)CC2)cc1 (stereo not drawn)
    / | 96 | 4 | 33 | 96 | 97 | 96 | 98 | 9 | 10 | 96
11	CCOc1ccc(-n2c(=O)c3c4c(sc3n(CC(=O)NCC3CCCO3)c2=O)CCC4)cc1 (stereo not drawn)
    -14 | 98 | 6 | 8 | 98 | 97 | 96 | 95 | 29 | 0.8 | 96
12	COc1ccc(OC)c(NC(=S)NCc2ccc(S(N)(=O)=O)cc2)c1
    18 | 95 | 9 | 8 | 98 | 106 | 100 | 96 | 8 | 0.7 | 96
13	Nc1ccc(Cc2nc3cc4ccccc4cc3[nH]2)cc1
    / | 101 | 2 | 22 | 99 | 101 | 99 | 97 | 11 | 0.6 | 101
14	Cc1cc(C)n2cc(CSc3nnnn3-c3ccccc3C)nc2n1
    / | 98 | 1 | 19 | 97 | 98 | 101 | 95 | 31 | 0.2 | 98
15	COCCNC(=O)c1cc2sc3ccccc3c2s1
    -29 | 99 | 18 | 12 | 98 | 98 | 104 | 98 | 21 | 1.4 | 101

(list continues)
Each structure is followed by: Pf gametocyte | Cdc42 wt | ABCG2 inh | GSH bead fluor | Rab2A wt mod | Rab7 wt modul | Rac1 wt GTP bind | Rac1 mut GTP | Avidin bead fluor | ABCB1 block | HRas wt GTP bind
16	COc1ccc(Br)cc1/C=N/NC(=O)c1cccc(S(=O)(=O)N2CCOCC2)c1
    -9 | ? | -1 | 10 | ? | ? | ? | ? | 13 | 0.1 | ?
17	O=C(Nc1ccc2sccc2c1)c1ccc(Cl)s1
    / | 101 | 7 | 14 | 102 | 96 | 105 | 101 | 21 | 0.0 | 104
18	Cc1c(NC(=O)CN2CCN(c3ccccc3)CC2)c(=O)n(-c2ccccc2)n1C
    / | 97 | 0 | 12 | 94 | 99 | 97 | 93 | 37 | 0.0 | 96
19	Nc1ccc(C(=O)N2CCCC2)cc1
    / | 102 | 2 | 14 | 99 | 98 | 109 | 101 | 4 | -0.1 | 102
20	CC(NC(=O)c1ccncc1)C(C)(C)C (stereo not drawn)
    12 | 101 | 3 | 31 | 103 | 103 | 107 | 99 | 12 | -1.4 | 100
21	CSc1nncn1/N=C/c1cc(Cl)ccc1F
    / | 96 | 6 | 43 | 96 | 96 | 96 | 95 | 13 | 0.0 | 95
22	O=C(CCC(=O)NNC(=O)Nc1cccc(Cl)c1)NCc1ccccc1
    20 | 95 | -1 | 13 | 96 | 95 | 96 | 96 | 11 | 0.2 | 96
23	CCn1cc(S(=O)(=O)CC(=O)NC2CCCCC2)c2ccccc21
    / | 103 | 2 | 11 | 104 | 105 | 106 | 100 | 9 | 0.6 | 102
24	CCC1(c2ccc(Cl)cc2)NC(=S)N(c2ccc(C)cc2)N1 (stereo not drawn)
    2 | 103 | -18 | 14 | 97 | 100 | 103 | 99 | 3 | -5.2 | 102
25	Cc1ccnc(NC(=O)CCC(=O)N(CC(=O)NCC2CCCO2)Cc2ccc(F)cc2)c1 (stereo not drawn)
    -28 | 102 | 2 | 46 | 100 | 97 | 100 | 98 | 8 | 0.3 | 100
26	c1cncc(-c2nn3c(Cn4nnc5ccccc54)nnc3s2)c1
    / | 102 | 4 | 26 | 100 | 100 | 100 | 99 | 11 | 0.5 | 101
27	CC1(C)Cc2c(c(-c3ccco3)nc3sc4c(NCCN5CCOCC5)ncnc4c23)CO1
    7 | 102 | 0 | 18 | 100 | 102 | 105 | 102 | 12 | 0.4 | 99
28	COc1ccc(-c2noc(CSc3nc4ccccc4c(=O)n3-c3ccccc3)n2)cc1OC
    / | 104 | 4 | 26 | 105 | 104 | 104 | 103 | 11 | 1.2 | 104
29	COc1cccc(/C=N\n2c(C)nnc2C)c1OC
    / | 106 | 2 | 15 | 99 | 102 | 104 | 97 | 27 | 0.4 | 99
30	O=C(CN1C(=O)C2C3C=CC(C3)C2C1=O)Nc1nncs1 (stereo not drawn)
    -3 | 99 | 4 | 14 | 95 | 95 | 95 | 97 | 19 | 0.6 | 95

Going on with the list:
Each structure is followed by: Pf gametocyte | Cdc42 wt | ABCG2 inh | GSH bead fluor | Rab2A wt mod | Rab7 wt modul | Rac1 wt GTP bind | Rac1 mut GTP | Avidin bead fluor | ABCB1 block | HRas wt GTP bind
31	O=C(Nc1ccccc1)NC(Cc1ccc(O)cc1)C(=O)O (stereo not drawn)
    16 | 101 | 0 | 22 | 96 | 95 | 99 | 97 | 11 | 0.1 | 96
32	O=C(NC1CCCCCC1)C(=S)NCCc1ccccc1
    / | ? | 2 | 22 | ? | ? | ? | ? | 11 | -0.1 | ?
33	COc1ccc(O)c(/C=N\NC(=O)CCn2nnc3ccccc32)c1
    / | 104 | 2 | 19 | 104 | 100 | 100 | 102 | 14 | 0.2 | 103
34	Oc1ccc(-c2[nH]ncc2-c2cnn(-c3ccccc3)c2)c(O)c1
    / | 95 | 3 | 15 | 95 | 95 | 97 | 96 | 8 | 0.8 | 96
35	C/C(=N\O)C1/C(=N/O)CC2C1C2(C)C (stereo not drawn)
    / | 98 | 0 | 16 | 97 | 100 | 98 | 96 | 36 | 0.0 | 99
36	O=C(CN1CCN(c2ccc(F)cc2)CC1)Nc1ccc(-n2cnnn2)cc1
    / | 101 | 15 | 23 | 101 | 101 | 104 | 99 | 31 | 0.4 | 100
37	O=C(c1cccc(NS(=O)(=O)c2ccc(F)c(F)c2)c1)N1CCN(C(c2ccccc2)c2ccccc2)CC1
    9 | 89 | 6 | 20 | 91 | 90 | 93 | 91 | 7 | 4.3 | 92
38	CCCOc1ccc(NC(N)=O)cc1OCCC
    / | 100 | 0 | 15 | 98 | 95 | 98 | 98 | 9 | 0.2 | 98
39	O=C(NCc1nnc(SCC(=O)N2CCCc3ccccc32)o1)c1c(F)cccc1Cl
    0 | 97 | 2 | 13 | 101 | 98 | 97 | 96 | 7 | 0.6 | 94
40	O=C(NCc1nnc2c3ccccc3c(-c3ccccc3)nn12)c1ccccc1Cl
    / | 98 | 1 | 15 | 99 | 98 | 100 | 98 | 11 | 0.9 | 98
41	CCOC(=O)CCC(NC(=O)CCCCCCCCC(=O)NC(CCC(=O)OCC)C(=O)OCC)C(=O)OCC (stereo not drawn)
    5 | 101 | -7 | 26 | 98 | 102 | 106 | 98 | 7 | -1.3 | 100
42	CC(C)c1nccn1S(=O)(=O)c1cc(Cl)ccc1Cl
    / | 103 | 1 | 16 | 100 | 101 | 104 | 99 | 10 | 0.2 | 99
43	CCN1CCc2c(C#N)c(N3CCOCC3)nc(N3CCOCC3)c2C1
    -14 | 102 | -1 | 33 | 100 | 97 | 100 | 99 | 7 | 0.1 | 100
44	Cc1[nH][nH]c(=O)c1C=NCc1cccs1
    14 | 96 | 5 | 9 | 98 | 107 | 100 | 96 | 11 | 0.2 | 99
45	Cc1cccc(NCc2ccccc2OCc2ccccc2F)c1
    -11 | 105 | -7 | 14 | 100 | 100 | 103 | 101 | 4 | -1.4 | 100
46	COc1ccc(OC)c(-c2c(C#N)c(N)nc3c2c(=O)nc2sccn23)c1
    17 | 102 | 1 | 15 | 102 | 107 | 103 | 99 | 11 | 1.1 | 101
47	COCCNC(=O)c1cc(-c2ccc(Cl)c(Cl)c2)on1
    / | 101 | 1 | 16 | 102 | 100 | 104 | 100 | 6 | 0.0 | 100
48	C=CCNc1nc(C)c(C(C)=O)cc1C#N
    -4 | 103 | 5 | 16 | 100 | 99 | 102 | 98 | 8 | 0.8 | 103
